ROC1-CUL1 inh: inhibitors of human ROC1-CUL1 ubiquitin ligase activity; P62877+Q13616; in vitro K48 di-Ub FRET, acceptor:donor ratio, 45 min; inhibition, % at 10 µM; 140,000 tested, 0.6% active; AID 1347404; in the data active = inhibition above about 25%
Target sequence (P62877 whole entry, looked up): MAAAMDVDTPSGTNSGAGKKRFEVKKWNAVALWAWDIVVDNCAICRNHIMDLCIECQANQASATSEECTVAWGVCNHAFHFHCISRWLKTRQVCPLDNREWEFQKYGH
Target sequence (Q13616 whole entry, looked up): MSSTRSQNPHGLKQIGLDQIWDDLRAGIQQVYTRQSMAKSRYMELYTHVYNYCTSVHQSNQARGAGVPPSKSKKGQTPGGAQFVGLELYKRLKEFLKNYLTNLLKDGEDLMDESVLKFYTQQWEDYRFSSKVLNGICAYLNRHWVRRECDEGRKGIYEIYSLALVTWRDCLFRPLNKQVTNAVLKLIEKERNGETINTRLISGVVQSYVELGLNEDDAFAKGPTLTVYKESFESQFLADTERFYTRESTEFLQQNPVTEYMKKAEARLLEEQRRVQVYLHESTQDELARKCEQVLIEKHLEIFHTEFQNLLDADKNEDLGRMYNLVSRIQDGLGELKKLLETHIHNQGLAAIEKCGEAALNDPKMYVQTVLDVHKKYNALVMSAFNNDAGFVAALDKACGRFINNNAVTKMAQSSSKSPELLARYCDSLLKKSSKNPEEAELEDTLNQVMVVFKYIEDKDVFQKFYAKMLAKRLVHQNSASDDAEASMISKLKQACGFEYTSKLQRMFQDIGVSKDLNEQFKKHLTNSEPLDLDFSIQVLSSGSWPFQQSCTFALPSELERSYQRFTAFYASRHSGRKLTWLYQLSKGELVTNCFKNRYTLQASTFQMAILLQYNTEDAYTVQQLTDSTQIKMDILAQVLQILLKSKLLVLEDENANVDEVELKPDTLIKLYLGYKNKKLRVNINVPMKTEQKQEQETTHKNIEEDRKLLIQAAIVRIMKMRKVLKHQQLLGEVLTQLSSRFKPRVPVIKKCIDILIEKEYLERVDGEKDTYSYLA
* = called active by the depositor. This is a subset. The share of hits here may be higher or lower than overall.

| cpd | molecule | ROC1-CUL1 inh |
| --- | --- | --- |
| 1 | COc1ccc(C(=O)NC2(C(F)(F)F)NC(=O)N(c3ccc(OC(F)(F)F)cc3)C2=O)cc1 (configuration not stated) | -1 |
| 2 | Cc1ccc(C(=O)Nc2cc(-c3cn4cccnc4n3)ccc2C)cc1C | 4 |
| 3 | COc1ccccc1N1CCN(S(=O)(=O)CCNC(=O)c2cc(=O)c3ccccc3o2)CC1 | -13 |
| 4 | CCOc1ccc(OCC)c(S(=O)(=O)N2CCN(c3cccc(C)c3C)CC2)c1 | 10 |
| 5 | O=C(Cc1csc(-c2ccccc2)n1)N(Cc1ccncc1)Cc1cccc(OCCc2ccc(F)cc2)c1 | 0 |
| 6 | CC1=NN(c2ccccc2)C(=O)C1C(c1ccc(Cl)cc1)C1C(=O)N(c2ccccc2)N=C1C (configuration not stated) | 61* |
| 7 | Cc1ccc(-c2[nH]nc3c2C(c2cc(Br)c(O)c(Br)c2)C(C#N)C(=N)O3)c(C)c1 (configuration not stated) | -14 |
| 8 | COc1ccc(-c2cnnc(N3CCN(c4cccc(C)n4)CC3)n2)cc1 | -5 |
| 9 | CCOCCCNC(=O)C(NC(=O)C1CCC(C)CC1)C(C)C (configuration not stated) | -3 |
| 10 | Cc1ccc(-n2nc(C)c3c2OC(=N)C(C#N)C3c2c(F)cccc2Cl)cc1 (configuration not stated) | 0 |
| 11 | COc1ccc(CCN2CCCC(CN(C)Cc3cc(OC)c(O)cc3Cl)C2)cc1 (configuration not stated) | -3 |
| 12 | COc1ccccc1C(=O)N/N=C/c1ccc(N2Cc3cc(C)c(C)cc3C2)cc1 | 7 |
| 13 | COC(=O)CN1C(=O)S/C(=C/c2cn(CC(=O)OC)c3ccccc23)C1=O | 6 |
| 14 | C=CCSc1nnc2c(n1)OC(c1c(F)cccc1Cl)N(C(C)=O)c1ccccc1-2 (configuration not stated) | 9 |
| 15 | CCCC(=O)n1nc(-c2cccnc2)nc1NCc1ccc(OC)cc1 | -5 |
| 16 | COc1ccc([N+](=O)[O-])cc1NC1C2CC3CC(C2)CC1C3 (configuration not stated) | -3 |
| 17 | CC1=C(C(=O)Nc2cccc(F)c2)C2(CCCCCC2)OC1=O | -3 |
| 18 | Cc1c(C(=O)NC2CC2)sc2ncnc(NC[C@H]3C[C@@H]4C=C[C@H]3C4)c12 | 5 |
| 19 | Cc1ccc2nc(-c3ccc(S(=O)(=O)N4CCCCC4)cc3)cn2c1 | -2 |
| 20 | Cc1ccc(C(=O)Nc2ccccc2)cc1Br | 3 |
| 21 | CN1C(=O)C2C(C(=O)O)=CC(=O)N=C2N(C)C1=O (configuration not stated) | -4 |
| 22 | CCS(=O)(=O)c1c([N+](=O)[O-])ncn1C | 15 |
| 23 | Cc1ccc2c(c1)-c1ncc(C(=O)c3cc(Cl)ccc3O)cc1CO2 | 13 |
| 24 | O=C1N(CCCc2ccccc2)CCCC1(O)CN1CCCC1 (configuration not stated) | -11 |
| 25 | COCCC1CN(c2nccc(-c3cnn(C)c3)n2)CCO1 (configuration not stated) | 6 |
| 26 | Cc1oc(-c2ccccc2Cl)nc1CS(=O)CC(=O)NCc1ccc(Cl)cc1 (configuration not stated) | 4 |
| 27 | COc1ccc(NC(=O)c2c(C)oc3ccc(O)c(CN4CCCC(C)C4)c23)cc1Cl (configuration not stated) | -5 |
| 28 | O=C(CN1C(=O)S/C(=C\c2ccc(Sc3ccc(Cl)cc3)s2)C1=O)Nc1ccc(N2CCOCC2)cc1 | -1 |
| 29 | COc1ccc(S(=O)(=O)NC(C)(C)C)cc1C(=O)N1CCOCC1 | 2 |
| 30 | COc1cc(/C=C2/SC(=O)N(CC(=O)Nc3ccc(C)c(C)c3)C2=O)ccc1O | -9 |
| 31 | Cc1ccccc1-c1noc(-c2ccccc2OCC(=O)Nc2ccccc2[N+](=O)[O-])n1 | -3 |
| 32 | CCOCCCNC(=O)CCc1nnc2ccc(N3CCN(c4cccc(OC)c4)CC3)nn12 | 2 |
| 33 | Cc1cn2c(nc3c2c(=O)n(Cc2ccc(F)cc2)c(=O)n3C)o1 | 8 |
| 34 | Cn1c(=O)[nH]c(=O)c2c1nc1n2CCCN1c1cccc(O)c1 | -4 |
| 35 | O=C(NCCc1cccs1)c1ccc(Cn2c(SCc3cccc(F)c3)nc3cccnc32)cc1 | 1 |
| 36 | O=S(=O)(Nc1cccc(C2OCCCO2)c1)c1ccc(Br)s1 | 11 |
| 37 | CC(C)C(=O)N(C)C(Cc1ccccc1)C1CCN(C(=O)/C=C/c2cc(F)ccc2F)CC1 (configuration not stated) | 2 |
| 38 | Cc1cc(C)cc(-n2c(SCC(=O)N3CCCC3)nc3c([nH]c4ccccc43)c2=O)c1 | -2 |
| 39 | CCc1ccc(NC(=O)C2=C(C)C(=O)OC23CCCCC3)cc1 | -8 |
| 40 | Fc1ccccc1Oc1ncccc1CNCc1nc2ccccc2[nH]1 | 1 |
| 41 | Cc1noc(C)c1Cn1ccc(-c2cccc(-c3ccccn3)c2)n1 | -1 |
| 42 | O=[N+]([O-])c1cc(-c2nc(-c3ccccc3)no2)ccc1N1CCN(c2ccccc2)CC1 | -7 |
| 43 | O=C(Nc1ccccc1)OCc1ccc(-c2ccc(Cl)cc2)o1 | 2 |
| 44 | CSCC(=O)N1CCCC(CCC(=O)NC2CC2)C1 (configuration not stated) | 4 |
| 45 | O=C(Cn1c(=O)c2cccn2c2ccc(F)cc21)N1CCN(c2ccccc2F)CC1 | -6 |
| 46 | COc1ccc(C2=Nc3ccccc3N(CC(=O)Nc3cccc(C(C)=O)c3)C(=O)C2)cc1 | -2 |
| 47 | COc1ccc(CNC(=O)CCc2cn(Cc3cc(C)ccc3C)c3ccccc23)cc1OC | -17 |
| 48 | CC1C(=NC(=O)c2ccc(COc3ccc4ccccc4c3)o2)C(=O)N(c2ccccc2)N1C (configuration not stated) | -1 |
| 49 | COc1cc(NC(=O)CS(=O)(=O)Cc2ccccc2)c(OC)cc1Cl | 3 |
| 50 | O=C(Nc1ccc(F)c(Cl)c1)c1cc2n(n1)C(C(F)(F)F)CC(c1cccs1)N2 (configuration not stated) | -16 |
| 51 | CC(C)(C)c1cc(/C=N/NC(=O)c2ccccc2O)cc(C(C)(C)C)c1O | -3 |
| 52 | CCc1nc2c(=O)c3c(=O)n(C)c(=O)n(C)c3[nH]c2o1 | 2 |
| 53 | CCCOc1ccc(/C(CCCC/C(=N\O)c2ccc(OCCC)cc2)=N\O)cc1 | 1 |
| 54 | CCOc1nc(-c2ccccc2)ncc1Oc1ccccc1 | -4 |
| 55 | Nc1ccc(C=Cc2ccccn2)c(Cl)c1 | 2 |
| 56 | COc1ccc(OC)c(CNC(=O)C2CCCN(c3ncnc4onc(-c5ccc(F)cc5)c34)C2)c1 (configuration not stated) | 8 |
| 57 | CC(C)Cc1ccc(-c2[nH]nc3c2C(c2ccc(N(C)C)cc2)C(C#N)C(=N)O3)cc1 (configuration not stated) | 6 |
| 58 | O=C(NCC1CCCO1)c1cc(Cl)ccc1OC1CCN(C2CCCC2)CC1 (configuration not stated) | -7 |
| 59 | C=CCSc1nnc(-c2ccccc2O)n1-c1ccccc1 | 5 |
| 60 | Cc1ccc(NC(=O)CSc2nnc(-c3ccccc3)n2C)cc1Cl | 6 |

Going on with the list.
| cpd | molecule | ROC1-CUL1 inh |
| --- | --- | --- |
| 61 | CCCCCCCCCCn1cc(C(=O)O)c(=O)c2c(F)c(F)c(NCCCN)c(F)c21 | 3 |
| 62 | Cc1sc(NC(=O)C2C3CCC(C3)C2C(=O)O)c(C(N)=O)c1-c1ccc(C(C)(C)C)cc1 (configuration not stated) | 2 |
| 63 | CC1CCN(C(=O)c2cnn(-c3ccccc3)c2-c2ccccc2)C(C)C1 (configuration not stated) | -5 |
| 64 | COc1ccc(NC(=O)C(CC(C)C)NS(=O)(=O)c2ccc3c(c2)oc(=O)n3C)cc1Cl (configuration not stated) | -1 |
| 65 | COc1ccccc1NC(=O)CSc1ccc(-c2sc(C)nc2C)nn1 | 2 |
| 66 | CCc1cccc(C)c1NS(=O)(=O)c1ccc2c(c1)CC(C)N2C(=O)C1CC1 (configuration not stated) | 7 |
| 67 | CCOC(=O)c1c(SCc2ccc(F)cc2)n(-c2ccccc2)c(=S)n(-c2ccccc2)c1=O | 1 |
| 68 | CCc1ccc(NC(=O)N2CCN(c3nnc(C)c4c(C)n(-c5ccc(Cl)cc5)nc34)CC2)cc1 | 2 |
| 69 | O=C(NCC1(c2ccccc2)CCCC1)c1ccccc1F | 1 |
| 70 | Fc1ccc(-c2noc3ncnc(Nc4ccc(F)cc4F)c23)cc1 | 9 |
| 71 | COc1cccc(NC(=O)CN2C(=O)CC(c3ccco3)Sc3ccccc32)c1 (configuration not stated) | -8 |
| 72 | COc1ccc(CC(=NC(=O)c2ccc(C)cc2)c2nc3ccccc3[nH]2)cc1OC | 9 |
| 73 | CSCCc1n[nH]c2c1CN(c1cc(N(C)C)ncn1)CC2 | 5 |
| 74 | CCOC(=O)c1c(NC(=O)Cn2nc(C)c([N+](=O)[O-])c2C)sc(C)c1C | 5 |
| 75 | N#CCCCn1c(=O)oc2ccccc21 | 3 |
| 76 | COc1cccc(CN2CCCC3(CCN(Cc4cnc(C)n4C)C3)C2)c1OC (configuration not stated) | 7 |
| 77 | CCOc1ccccc1Nc1nc(-c2cc3cccc(OC)c3oc2=O)cs1 | 0 |
| 78 | Cn1cc(-c2ccnc(N3CC[C@H](O)C3)n2)cn1 | -6 |
| 79 | COc1cccc(CNC(=O)CCNS(=O)(=O)c2ccc3c(c2)CCCC(=O)N3)c1 | -1 |
| 80 | Cc1nc(CNC(=O)c2ccc(C3CCCN3)s2)nc2c1CCCC2 (configuration not stated) | 7 |
| 81 | O=C1c2ccc(Br)cc2C(=O)N1CCc1ccccc1 | -7 |
| 82 | O=C1/C(=C\c2cccnc2)CCc2ccccc21 | -2 |
| 83 | COC(=O)c1ccc(Oc2nc(NCc3ccccc3)nc(N(C)C)n2)cc1 | 5 |
| 84 | NC(=O)c1cc(S(=O)(=O)N2CCN(c3ccc(F)cc3)CC2)cs1 | 0 |
| 85 | CCCCOc1ccc(C(=O)NCCc2sc(-c3ccc(OC)c(OC)c3)nc2C)cc1 | 6 |
| 86 | CC1Cc2cc(C(=O)N3CCc4ccccc4C3)ccc2N1S(C)(=O)=O (configuration not stated) | -1 |
| 87 | COc1ccc(OC)c(NC(=O)/C=C/c2ccc(C)o2)c1 | 2 |
| 88 | COc1ccc(N=CC2C(=O)N(c3ccc(C)cc3)C(=O)c3cc(OC)ccc32)cc1 (configuration not stated) | 5 |
| 89 | Clc1cccc(OCCOCCN2CCCC2)c1Cl | 1 |
| 90 | O=C(Nc1ccc(F)cc1)[C@@H](c1ccccc1)N1Cc2ccccc2C1=O | -3 |
| 91 | COc1ccccc1NC(=S)N1CCN(C/C=C/c2ccccc2)CC1 | 11 |
| 92 | COc1ccccc1NC(=S)NC(=O)C1CC1 | 7 |
| 93 | Cc1cccc(Nc2cc(C)nc3nc(Cc4ccc(Cl)cc4)nn23)c1 | 1 |
| 94 | Cc1cc(S(=O)(=O)C(CNC(=O)COc2ccccc2)c2cccs2)ccc1F (configuration not stated) | 3 |
| 95 | CC1=NC(C)=C(C#N)C(c2ccc(Br)o2)C1C#N (configuration not stated) | -4 |
| 96 | O=C(Nc1cccc(NC(=O)c2cncc(Br)c2)c1)c1cncc(Br)c1 | 15 |
| 97 | CC(C)CN1C(=O)C2(NC(=O)c3ccccc3N2)c2ccccc21 (configuration not stated) | 11 |
| 98 | CCn1cc(S(=O)(=O)c2cccc(C)c2)c(=O)c2cc(F)c(N3CCN(c4ccccc4)CC3)cc21 | -4 |
| 99 | Cc1ccnc(NC(c2ccc3ccc(C)nc3c2O)c2c(Cl)cccc2Cl)c1 (configuration not stated) | 8 |
| 100 | CCN(CC1CCCN(CCc2cccc(OC)c2)C1)C(=O)Cn1ccnc1 (configuration not stated) | 9 |
| 101 | COc1cccc(OC)c1C(=O)Nc1cccc(-c2cn3ccsc3n2)c1 | 0 |
| 102 | CSc1ccc(/C=N/N2C(=O)c3ccccc3C2=O)cc1 | 3 |
| 103 | CCCN(C)S(=O)(=O)c1cccc(C(=O)Nc2ccc(O)cc2)c1 | 4 |
| 104 | COc1ccc(NC(=O)CN2C(=O)CSc3ccc(S(=O)(=O)N(C)C)cc32)cc1Cl | -1 |
| 105 | N#CC1C(=N)Oc2n[nH]c(-c3ccccc3Cl)c2C1c1cccc2ccccc12 (configuration not stated) | 7 |
| 106 | O=C1N=C2SC3C(=O)N(c4ccc(Br)cc4)C(=O)C3C(/C=C/c3ccccc3)C2S1 (configuration not stated) | -2 |
| 107 | COc1cccc(NC(=O)Cn2c(=O)n(Cc3ccco3)c(=O)c3cc(OC)c(OC)cc32)c1 | 1 |
| 108 | COCCNC(=O)CCC1CCN(Cc2ccc(OC)c(Cn3cccn3)c2)CC1 | 2 |
| 109 | Cc1ccccc1-n1c(/C=C/c2c(C)n(C)c3ccccc23)nc2ccccc2c1=O | -4 |
| 110 | CCOC(=O)c1noc2nc(C)n(CC(=O)Nc3ccccc3F)c(=O)c12 | 0 |
| 111 | Cc1cc(=O)oc2cc(OC(=O)C3CCCCC3)ccc12 | 4 |
| 112 | O=C(Cc1cccc2ccccc12)Nc1cccc(O)c1 | -1 |
| 113 | CSc1ccc(C2NN=C(c3ccccc3)S2)cc1 (configuration not stated) | 10 |
| 114 | COc1cccc(CN2C(=O)C3(SCC(=O)N3c3ccc(F)cc3)c3ccccc32)c1 (configuration not stated) | 3 |
| 115 | CCOc1cc(C2c3c(n[nH]c3C)C(=O)N2c2ccc(C)cc2)ccc1O (configuration not stated) | 0 |
| 116 | CCOc1ccc(NC(=O)c2cnn3c2N=C(c2cccc(OC)c2)CC3c2ccccc2)cc1 (configuration not stated) | 9 |
| 117 | COc1cccc(CNC(=O)C(=O)NCC(c2ccco2)S(=O)(=O)c2ccccc2)c1 (configuration not stated) | -6 |
| 118 | O=C1N=C(Cc2ccc(OCc3cccc4ccccc34)c(I)c2)C(=O)N1 | -2 |
| 119 | CN(C)CCCC1Oc2ccccc2Oc2ccccc21 (configuration not stated) | -8 |
